# Source: PubChem BioAssay
# TR SRC2 fluor cs: alters Texas Red total fluorescence, flagging assay interference; TRb/SRC2 Texas Red total fluorescence interference; Potency, µM (titrated, usually from 106 µM), for inactives: at the highest dose fluorescence change, negative = quenching; actives 0.29% (n = 280,000); AID 1479; active = well fitted curve in either direction with a large enough effect; inconclusive = small, poorly fitted or top-dose-only effect; also: % is scaled to controls: 0 for no effect and ±100 for the full control effect
#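 Human TRb ligand-binding domain at 0.6 uM with 20 nM Texas Red SRC2 peptide in Tris buffer containing 1 uM T3 and 5% DMSO, incubated with compound 5 h at ambient temperature. Total fluorescence (555/632 nm) calculated as parallel + 2 × perpendicular.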
# Tau fluor cs: counter-screen for tau fibril formation inhibitors; tau K18 P301L Alexa594 fluorescence, heparin fibrillization; Potency, µM (series often up to 57.7 µM), inactives show at the highest dose activity change, negative = decrease; actives 0.93% (n = 280,000); AID 1463; also: % is scaled to controls: 0 for no effect and ±100 for the full control effect; nearly all actives have a fitted effect of over 55% in size
#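 Human K18 P301L tau (15 uM unlabeled plus 0.24 uM Alexa 594-labeled, final) in 100 mM sodium acetate pH 7 was mixed with compound and 20 uM heparin and incubated 6 hr at 37 C.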
# RECQ1 helicase: blocks DNA unwinding by human RECQ1 | P46063 | actives 0.54% (n = 240,000) | AID 2549 | RECQ1 DNA unwinding, red fluorescence kinetic read | Potency, µM (titrated, usually from 57.3 µM), inactives show top-dose activity, negative = inhibition, actives largely listed as inhibitors;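 also: plate controls were vehicle for no effect and no enzyme for full effect; nearly all actives have a fitted effect of over 30% in size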
# Target sequence (P46063 whole entry, looked up): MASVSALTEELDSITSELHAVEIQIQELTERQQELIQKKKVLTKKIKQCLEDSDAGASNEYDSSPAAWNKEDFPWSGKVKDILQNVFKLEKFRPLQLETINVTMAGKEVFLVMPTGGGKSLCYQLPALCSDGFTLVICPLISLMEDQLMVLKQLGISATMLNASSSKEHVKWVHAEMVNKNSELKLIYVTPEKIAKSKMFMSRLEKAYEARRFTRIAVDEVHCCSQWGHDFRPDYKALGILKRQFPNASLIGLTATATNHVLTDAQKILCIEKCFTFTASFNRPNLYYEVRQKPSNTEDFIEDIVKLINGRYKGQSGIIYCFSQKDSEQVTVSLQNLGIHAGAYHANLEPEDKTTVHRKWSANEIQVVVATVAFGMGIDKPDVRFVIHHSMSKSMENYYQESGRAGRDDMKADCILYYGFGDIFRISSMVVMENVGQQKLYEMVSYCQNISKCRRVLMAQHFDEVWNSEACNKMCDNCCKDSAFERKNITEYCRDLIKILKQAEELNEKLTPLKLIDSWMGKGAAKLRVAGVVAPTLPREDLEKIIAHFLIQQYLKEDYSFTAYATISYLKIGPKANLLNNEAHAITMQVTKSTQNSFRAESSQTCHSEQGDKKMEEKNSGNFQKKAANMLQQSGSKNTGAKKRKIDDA
#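 RECQ1T1 50 nM; forked duplex (20 bp + 30-nt ss tails) 200 nM, ATP 2 mM final; pH 8.0, 2 mM MgCl2, 2.5 ug/ml poly(dI-dC); 15 min compound preincubation; discontinuous kinetic read over 2 h at RT.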
# L3MBTL1 inh: blocks human L3MBTL1; Q9Y468; AID 485360; actives 0.66% (n = 230,000); Potency, µM (titrated, usually from 57.1 µM), without a hit: top-dose activity, negative = inhibition, hits mostly inhibitors; AlphaScreen L3MBTL1–H3K9me1 peptide binding; also: % is scaled to controls: 0 for no effect and ±100 for the full control effect; nearly all actives have a fitted effect of over 60% in size
#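 AlphaScreen assay: L3MBTL1 (50 nM final) was preincubated 30 min at room temperature with biotinylated H3(1-15)K9me1 peptide (75 nM final), then 30 min with library compounds; streptavidin donor and nickel chelate acceptor beads (10 ug/mL final) added, 30 min dark.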
# Tau fibril ThT: inhibitors of human tau fibril formation, thioflavin T binding | P10636 | recombinant tau K18 P301L (four-repeat tau fragment), heparin-induced fibrillization, ThT fluorescence | actives 2.1% (n = 270,000) | AID 1460 | Potency, µM (doses to about 57.4 µM), without a hit: at the highest dose activity, negative = inhibition, actives largely listed as inhibitors; also: % is scaled to controls: 0 for no effect and ±100 for the full control effect; nearly all actives have a fitted effect of over 55% in size
# Target sequence (P10636 561-689 P618L limits assumed): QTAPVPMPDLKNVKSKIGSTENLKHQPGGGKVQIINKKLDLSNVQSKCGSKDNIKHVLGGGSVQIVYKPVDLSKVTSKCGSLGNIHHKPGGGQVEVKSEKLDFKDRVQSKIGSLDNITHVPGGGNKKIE
#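 Recombinant human tau K18 fragment […] carrying P301L, 15 uM unlabeled plus 0.24 uM Alexa 594-labeled, was fibrillized with 20 uM heparin in 100 mM sodium acetate pH 7 for 6 hr at 37 C; 30 uM ThT fluorescence read after 1 hr.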
# Tau FP inhib: inhibitors of human tau fibril formation; P10636; K18 P301L tau heparin fibrillization, Alexa594 FP, 6 h; Potency, µM (titrated, usually from 57.7 µM), for the others: at the highest dose activity, negative = inhibition, actives largely listed as inhibitors; actives 0.39% (n = 280,000); AID 1468; also: % is scaled to controls: 0 for no effect and ±100 for the full control effect; nearly all actives have a fitted effect of over 55% in size
#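 FP of Alexa 594-tau after heparin (20 uM) induction. Substrate: human K18 P301L, 15 uM unlabeled, 0.24 uM labeled. Buffer 100 mM sodium acetate pH 7. 6 hr, 37 C.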
# HTT cytoprotect: protects HTT-Q103 PC12 cells, measured by ATP. actives 0.14% (n = 230,000). AID 1471. PC12 HTT-Q103 induced, cytoprotection, ATP luminescence, 40 h. Potency, µM (highest dose often 56.4 µM), inactives show cytoprotection (ATP increase), usual class: activators;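 also: % of control where 0% means no effect; nearly all actives have a fitted effect of over 45% in size; toxic huntingtin expression switched on by the ecdysone agonist tebufenozide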
#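 Compounds added alongside 100 nM tebufenozide, which induces toxic Q103 huntingtin exon 1-GFP in stable PC12 cells; surviving cells quantified by luminescent ATP measurement. Medium: phenol red-free DMEM, 5% equine and 5% calf serum.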
# TRb-SRC2 inh: TRbeta-SRC2 interaction inhibition; Potency, µM (top dose mostly 106 µM), for inactives: at the highest dose activity change, negative = inhibition, actives largely listed as inhibitors; P10828; actives 0.065% (n = 280,000); TRbeta-SRC2 peptide binding, fluorescence polarization; receptor liganded with 1 µM T3;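 also: plate controls were bound peptide for no effect and peptide without receptor for full effect; nearly all actives have a fitted effect of over 50% in size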
#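 Compounds were added to 0.6 uM TRb ligand-binding domain and 20 nM Texas Red-labeled SRC2 peptide in Tris buffer containing 1 uM T3, incubated 5 hr at ambient temperature, then read by fluorescence polarization.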
# * marks the source's active call; other numbers are inactive results; i = inactive; ? = inconclusive; · = not tested or not shown; [ ] = remark or other dose. Unless noted, calls follow the shape of the dose curve; as a rule, active = well fitted curve in the direction sought with a large enough effect; inconclusive = small, poorly fitted or top-dose-only effect, or another doubt; inactive = no such curve, though single readings can be large; an effect the other way counts as inactive or inconclusive. Potency is read from the fitted curve at half-maximal effect. Some of the compounds tested. The share of hits here may be higher or lower than overall.
SMILES,TR SRC2 fluor cs,Tau fluor cs,RECQ1 helicase,L3MBTL1 inh,Tau fibril ThT,Tau FP inhib,HTT cytoprotect,TRb-SRC2 inh
Cn1c(=O)c2c(nc(Br)n2CCSc2ncccn2)n(C)c1=O,0%,-10%,i,6%,-7%,-6%,-9%,-6%
COc1ccc(C2CC(=O)c3cc(-c4nc(-c5cccc([N+](=O)[O-])c5)cs4)c(=O)n(-c4ccc(C)c(C)c4)c3C2)cc1 (stereo unspecified),0%,?,·,·,-1%,-4%,·,-6%
Cc1ccccc1C(=O)N1CCCCC1CCN1CCCCC1 (stereo unspecified),-1%,3%,·,·,3%,-1%,·,3%
C=CCC1c2cccc(C(=O)O)c2C(=O)N1c1cccc(C)c1 (stereo unspecified),-4%,-1%,i,9%,-8%,-5%,-7%,-1%
CCC1CCCCN1C(=O)Cn1c(=O)oc2ccccc21 (stereo unspecified),-1%,-1%,-12%,7%,-8%,3%,19%,-11%
COc1ccc(C2=Nn3c(nnc3-c3ccccn3)SC2)cc1OC,-5%,4%,-7%,25µM*,8%,-4%,7%,2%
CCCC1=Nc2cc(C(=O)NC(C)c3ccccc3)ccc2Sc2ccc(C)cc21 (stereo unspecified),0%,-8%,·,·,-9%,-9%,·,-4%
CC(C)(C)c1ccc(NC(=O)CSc2nnc3scc(-c4ccccc4)n23)cc1,-4%,-24%,·,·,-13%,-14%,·,6%
Nc1nc(-c2ccc(Cl)cc2)nnc1-c1ccc(Br)cc1,-5%,-3%,-18%,8%,-3%,4%,-1%[10 µM],-2%
COc1cccc(Nc2ccc(C(=O)O)cc2[N+](=O)[O-])c1,-1%,2%,-1%,-2%,?,5%,14%[10 µM],-2%
CCN(CC)c1ccc(NC(=O)C2COc3ccc(OC)cc3C2)c(C)c1 (stereo unspecified),7%,-20%,·,·,?,11%,·,6%
CC1=N/C(=C\c2ccc([N+](=O)[O-])cc2)C(=O)N1c1cc(Cl)ccc1C,-1%,-7%,-2%,-10%,-7%,5%,12%,5%
CCCCC/C=C\C[C@H](O)/C=C/c1cccc(C[C@H](O)CCCCO)n1,4%,-9%,-27%,0%,?,5%,·,-6%
Cc1ccc(-n2c3c(cc(C(=O)Nc4cccc(Cl)c4)c2=O)C(=O)CC(C)(C)C3)cc1,-1%,-4%,·,·,-3%,-5%,·,2%
O=C(Nc1nc2cc3c(cc2s1)OCCO3)c1ccncc1,-2%,-17%,14%,-5%,?,?,-117%[inhibitor],4%
Cn1c2c(c(=O)c3ccccc31)CCC(C)(C)O2,-2%,3%,-3%,-2%,2%,-1%,·,-8%
CCOc1ccc(C2c3[nH]c4ccccc4c3CCN2C(=O)CSCc2ccc(F)cc2)cc1 (stereo unspecified),-2%,-17%,·,·,-5%,2%,·,5%
COc1ccc(Cc2nc3c4cnn(-c5ccccc5F)c4ncn3n2)cc1,2%,-18%,·,·,-14%,-4%,·,-8%
O=C(CCn1c(=O)c2cccn2c2cccnc21)Nc1ccccc1C(F)(F)F,-2%,3%,·,·,5%,-2%,·,-3%
COc1cccc(C(=O)NC(Cc2ccccc2)c2ccc3c(c2)OCCCO3)c1 (stereo unspecified),1%,-24%,-4%,·,-5%,2%,-15%,-4%
CC(=O)c1c(C)[nH]c(C(=O)OCC(=O)Nc2cc(Cl)ccc2[N+](=O)[O-])c1C,1%,?,-13%,-11%,?,14%,-2%[10 µM],6%
CCOc1ccc(NC(=O)C2CCC(CNS(=O)(=O)c3ccc(Br)s3)CC2)cc1 (stereo unspecified),-2%,-11%,·,·,-11%,?,·,-5%
CC(CNC(=O)CN1C(=O)COc2ccc(S(=O)(=O)N3CCCCCC3)cc21)c1ccccc1 (stereo unspecified),-1%,-20%,·,·,-6%,9%,·,-4%
CCS(=O)(=O)N1CC(=O)N(c2cccc(Cl)c2)C(C)(C(=O)NC2CCCCCC2)C1 (stereo unspecified),0%,6%,·,·,6%,1%,·,-3%
CC(=O)c1ccc(OCC(O)CN2CCN(CC(O)COc3ccc(C(C)=O)cc3)CC2)cc1 (stereo unspecified),-6%,2%,6%,12%,?,5%,6%[10 µM],4%
CCOC(=O)COc1ccc(Br)cc1C1NC(=O)NC(C)=C1C(=O)NCc1ccccc1 (stereo unspecified),-3%,-6%,-1%,-8%,-2%,0%,-48%[inhibitor],11%
Cc1cccc(C)c1NC(=O)c1cc(S(=O)(=O)N2CCCc3ccccc32)ccc1F,-3%,-18%,·,·,-6%,-5%,·,-3%
CCOC(=O)CSc1nnc(-c2ccncc2)o1,-2%,2%,0%,5%,0%,8%,2%[10 µM],0%
C=CCNc1nc(-c2sc(NC(C)=O)nc2C)cs1,-2%,-27%,-5%,·,?,-8%,-34%[inhibitor],-3%
Cc1c2ccccc2c(CSC(=N)N)c2ccccc12,-3%,-28%,i,·,13µM*,?,-55%[inhibitor][10 µM],-8%
CCOC(=O)CNC(=S)N(CCCN1CCCCCC1)Cc1cccs1,-1%,-7%,-13%,·,-14%,0%,-11%,-3%
CCN(CC)CCCNC(=O)C1CCN(S(=O)(=O)CC)CC1,-1%,-2%,·,·,5%,-5%,·,-2%
O=C(CCn1cccc1)NCc1ccccc1,-3%,-9%,-2%,-2%,-6%,0%,3%,-14%
O=C1c2cccc3cccc(c23)C(=O)N1CCN1CCN(CC(O)COc2ccc3ccccc3c2)CC1 (stereo unspecified),2%,-27%,3%,-1%,?,-5%,-7%[10 µM],-8%
CCN(CC)CCCCn1c(-c2ccccc2)nc2c(NCCOC)nc(C)nc21,2%,5%,i,·,4%,6%,25%,6%
CCc1nc2ccccc2n1CCCCOc1ccccc1C,-2%,-13%,·,·,-27%,-4%,·,0%
CCCCOc1ccc(-c2csc(N)n2)cc1[N+](=O)[O-],0%,0%,0%,-8%,5%,-1%,-15%[10 µM],10%
COc1ccc(-c2ccc(=O)[nH]n2)cc1,-5%,1%,-9%,-2%,-10%,-5%,-10%[0.074 µM],-1%
CCCC12CN3CC(C)(CN(C1)C3c1ccc(OC)cc1)C2=O (stereo unspecified),1%,-4%,i,-2%,-2%,3%,18%,4%
CCCN1CC=C2C(C#N)=C(N)C(C#N)(C#N)C(c3cc(OC)ccc3OC)C2C1 (stereo unspecified),4%,-22%,i,-14%,?,?,-23%,-17%

# Only Tau fibril ThT (four entries from above):
molecule,Tau fibril ThT
CCOC(=O)CNC(=S)N(CCCN1CCCCCC1)Cc1cccs1,-14%
CCN(CC)CCCNC(=O)C1CCN(S(=O)(=O)CC)CC1,5%
O=C(CCn1cccc1)NCc1ccccc1,-6%
O=C1c2cccc3cccc(c23)C(=O)N1CCN1CCN(CC(O)COc2ccc3ccccc3c2)CC1 (stereo unspecified),?

# More entries follow.
SMILES,TR SRC2 fluor cs,Tau fluor cs,RECQ1 helicase,L3MBTL1 inh,Tau fibril ThT,Tau FP inhib,HTT cytoprotect,TRb-SRC2 inh
CC(=O)N/C(=C/c1ccc(OS(=O)(=O)c2ccc(C)cc2)cc1)C(=O)NCCO,-2%,0%,-1%,-21%,5%,-1%,23%[0.074 µM],0%
C=C1C(C(=O)Nc2ccc(OC)cc2)C1C(=O)Nc1ccc(OC)cc1 (stereo unspecified),-2%,-4%,-11%,1%,-3%,-12%,-11%[10 µM],2%
Cc1ccccc1C(=O)NC(=S)Nc1ccc(Cc2ccncc2)cc1,0%,-7%,13%,6%,-2%,-6%,-9%[10 µM],3%
O=C(NC1CCN(C(=S)NCc2ccco2)CC1)C1CCCCC1,1%,-8%,-5%,-4%,-9%,1%,-1%[10 µM],1%
CN(C(=O)c1ccccn1)c1nnc(-c2cccnc2)s1,-11%,-3%,-4%,-1%,-1%,6%,-28%[10 µM],0%
NC(=O)CC(NC(=O)Cc1ccc(Br)cc1)c1ccc(NCCc2ccc(F)cc2)c([N+](=O)[O-])c1 (stereo unspecified),-2%,-15%,12%,·,?,?,-5%[10 µM],2%
CCCCn1cnc2sc(-c3ccccc3)cc2c1=O,-4%,-15%,-5%,13%,-12%,2%,-65%[inhibitor],1%
CN1CCN(C(=O)c2ccccc2N(Cc2ccccc2)S(=O)(=O)c2ccccc2)CC1,2%,4%,-6%,?,1%,3%,34%[10 µM],-13%
CCC(=O)NC(=S)Nc1ccc(N2CCOCC2)cc1,-1%,0%,21%,-8%,7%,1%,-21%,6%
Nc1nnc(CSCc2ccc(Cl)cc2)s1,-5%,-8%,-3%,3%,-3%,-2%,·,-4%
CCOc1ccc(N2CC(C(=O)Nc3cccc(S(=O)(=O)NC4=NCCC4)c3)CC2=O)cc1 (stereo unspecified),0%,-11%,-5%,·,·,-6%,-6%[10 µM],5%
N#C/C(=C\c1ccc(-c2cccc([N+](=O)[O-])c2)o1)c1nnc(N2CCOCC2)n1-c1ccccc1,-3%,-2%,i,5%,?,5%,-51%[inhibitor],0%
COc1ccc(C)cc1-n1nnc(-c2nc(-c3ccccc3Cl)no2)c1N,0%,?,·,·,1%,-15%,·,0%
CC(=O)c1cccc(NC(=O)C2C(c3ccccc3)C2(Cl)Cl)c1 (stereo unspecified),-2%,?,-5%,-5%[11.4 µM],1%,-2%,-24%,1%
COc1ccc(NC(=O)Nc2ccc3nonc3c2)cc1,0%,-27%,-6%,-3%,?,-1%,-7%[10 µM],-1%
CCOc1ccccc1NC(=O)CN(C)S(=O)(=O)c1ccc2nc(C)sc2c1,-2%,-16%,·,·,-5%,-1%,·,7%

# 3 structures from above, arranged by SMILES length, largest number first:
SMILES,TR SRC2 fluor cs,Tau fluor cs,RECQ1 helicase,L3MBTL1 inh,Tau fibril ThT,Tau FP inhib,HTT cytoprotect,TRb-SRC2 inh
CCOc1ccccc1NC(=O)CN(C)S(=O)(=O)c1ccc2nc(C)sc2c1,-2%,-16%,·,·,-5%,-1%,·,7%
CC(=O)c1cccc(NC(=O)C2C(c3ccccc3)C2(Cl)Cl)c1 (stereo unspecified),-2%,?,-5%,-5%[11.4 µM],1%,-2%,-24%,1%
CCCCn1cnc2sc(-c3ccccc3)cc2c1=O,-4%,-15%,-5%,13%,-12%,2%,-65%[inhibitor],1%
